PPARg SRC-1 ag: PPARgamma-driven SRC-1 recruitment agonism. P37231. PPARgamma-SRC-1 coactivator recruitment biochemical assay. activation, % at 8 µM. 200,000 compounds, 0.41% hits; in the data active = activation above about 19%;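 note: 0% = DMSO and 100% = reference agonist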
Target sequence (P37231 whole entry, looked up): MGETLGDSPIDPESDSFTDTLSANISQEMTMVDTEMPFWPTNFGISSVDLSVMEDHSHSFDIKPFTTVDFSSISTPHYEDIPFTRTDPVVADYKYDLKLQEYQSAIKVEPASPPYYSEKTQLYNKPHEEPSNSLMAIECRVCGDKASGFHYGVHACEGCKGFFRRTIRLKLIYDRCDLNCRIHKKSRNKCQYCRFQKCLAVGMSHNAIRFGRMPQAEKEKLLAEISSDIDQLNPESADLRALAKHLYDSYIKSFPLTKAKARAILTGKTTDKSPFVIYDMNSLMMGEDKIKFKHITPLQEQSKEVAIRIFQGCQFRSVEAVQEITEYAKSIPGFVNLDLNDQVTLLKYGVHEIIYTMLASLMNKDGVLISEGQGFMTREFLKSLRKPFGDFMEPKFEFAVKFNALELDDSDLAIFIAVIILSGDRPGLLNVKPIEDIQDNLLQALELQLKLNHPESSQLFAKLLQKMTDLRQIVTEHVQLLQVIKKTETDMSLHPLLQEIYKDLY
S1P3 antag: S1P3 (human) receptor antagonism; Q99500; CHO S1P3 NFAT-BLA reporter, FRET fluorescence, antagonist mode; inhibition, % at 4.98 µM; 170,000 compounds, 0.27% hits; AID 485;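 active = inhibition above the plate cutoff, the mean inhibition of test wells on that plate plus 3 SD, cut at about 28% in these data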;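 note: cells challenged with S1P at its EC80 of 0.8 µM; blue over green emission ratio from cleaved BLA substrate after 4 h stimulation; 0% = S1P-stimulated wells and 100% = unstimulated DMSO-only wells; some compounds past the cut are filed as inactive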
Target sequence (Q99500 whole entry, looked up): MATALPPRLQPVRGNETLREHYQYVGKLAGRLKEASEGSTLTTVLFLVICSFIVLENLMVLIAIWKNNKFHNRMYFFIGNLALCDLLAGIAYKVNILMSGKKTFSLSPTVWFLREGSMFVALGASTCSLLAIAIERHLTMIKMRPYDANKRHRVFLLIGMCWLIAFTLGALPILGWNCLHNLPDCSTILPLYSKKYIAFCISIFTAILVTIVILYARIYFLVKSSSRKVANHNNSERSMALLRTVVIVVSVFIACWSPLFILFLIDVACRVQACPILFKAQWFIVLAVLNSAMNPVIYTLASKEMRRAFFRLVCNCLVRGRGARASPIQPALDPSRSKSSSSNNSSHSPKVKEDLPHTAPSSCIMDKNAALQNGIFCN
Lmaj promast: reduces viability of Leishmania major promastigotes | resazurin fluorescence viability | inhibition, % at 10 µM | 200,000 compounds, 9% hits; in the data active = inhibition above about 50%;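 note: promastigotes grown with compound for 44 hours at 28 °C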
Redox H2O2 prof: compounds producing H2O2 with reducing agent – biochemical, NIH compound library profiling, artefact control for MLSCN library redox annotation, primary screen; 200,000 compounds, 0.03% hits; DTT-dependent redox cycling H2O2, phenol red/HRP absorbance; 100% = 100 µM peroxide control, 0% = buffer; activation, % at 10 µM;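 active = activation of at least 50% relative to the plate's high and low controls in the primary single-dose screen; inactive = activation below 50%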;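 note: compound incubated with DTT at 0.8 mM final as the reducing agent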
Efa HMGR inh: blocks class II HMG-CoA reductase of Enterococcus faecalis | purified E. faecalis HMGR, NADPH absorbance 340 nm kinetic | inhibition, % at 10 µM | 190,000 compounds, 0.41% hits | AID 1066;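 active = inhibition above a set limit, the median over all tested compounds plus 3 SD, cut at about 9.5% in these data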;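 note: enzyme runs in reverse so mevalonate oxidation gives rising NADPH absorbance; 0% = complete reaction with DMSO and 100% = background rate lacking mevalonate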
RAM inhibit: yeast RAM network inhibition. S. cerevisiae dse1pr::URA3 reporter, 5-FOA growth OD615, 2 d; analog-sensitive cbk1-as2 kinase mutant strain. inhibition, % at 50 µM. 190,000 compounds, 1.8% hits. AID 868;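 active = inhibition above a set limit, 3 SD over mean compound inhibition, cut at about 8.4% in these data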;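 note: 0% = DMSO-only wells with no growth and 100% = 10 µM 1-NA-PP1 full growth; inhibition rescues growth on 5-FOA so higher OD means more RAM inhibition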
bIAP inhibitor: blocks bovine intestinal alkaline phosphatase activity; purified bovine IAP, CDP-star luminescence, 30 min; inhibition, % at 20 µM; 190,000 tested, under 10 active;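 active = over 50% inhibition of intestinal alkaline phosphatase at 20 µM in the single-dose screen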
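Incubation: 30 min reaction at room temperature / Material: purified bovine intestinal alkaline phosphatase (IAP) enzyme / Input: enzyme at 1/65,000,000 dilution / Dosing: 20 µM single dose / Signal: CDP-star luminescence signal / Reagent: CDP-star chemiluminescent phosphatase substrate, 30 µM final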
PPARg SRC3 recr: PPARgamma-driven SRC-3 recruitment agonism; P37231; activation, % at 8 µM; 200,000 compounds, 0.26% hits; AID 731; biochemical PPARgamma/SRC-3 coactivator recruitment assay; in the data active = activation above about 23%;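 note: 0% = DMSO and 100% = reference agonist; some compounds past the cut are filed as inactive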
PPARg SRC-2 ag: PPARgamma-driven SRC-2 recruitment agonism; PPARgamma LBD-SRC-2 recruitment, biochemical; activation, % at 8 µM; 200,000 compounds, 0.34% hits; in the data active = activation above about 22%;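 note: 0% = vehicle and 100% = reference agonist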
ROMK primary: modulators of human ROMK potassium channel. P48048. Tet-inducible ROMK, thallium flux fluorescence; actives lie on both sides. B-score at 10 µM. 130,000 compounds, 2% hits. AID 1918;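 active = signal ratio slope over the read window, or its plate-corrected B-score, at least 3 SD from the plate mean, either direction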;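 note: B-score of the F/F0 ratio slope over 7 to 12 s after thallium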
TR-FRET SRC-2 ct: TR-FRET artefact, counter-screen to PPARgamma/SRC-2 agonist assay | stronger effect = higher value | TR-FRET ratio at 8 µM | 200,000 compounds, 0.4% hits; in the data active = TR-FRET ratio above about 2000; note: inactives centre near 1500; reference of the scale not given here
* marks the source's active call; other numbers are inactive results; . = not tested or not shown.

SMILES	PPARg SRC-1 ag	S1P3 antag	Lmaj promast	Redox H2O2 prof	Efa HMGR inh	RAM inhibit	bIAP inhibitor	PPARg SRC3 recr	PPARg SRC-2 ag	ROMK primary	TR-FRET SRC-2 ct
C/C(CCN1CCc2nc(-c3ccccc3)c(-c3ccccc3)cc2C1)=N\O[C@H](C)c1cn([C@H](CO)Cc2ccccc2)nn1	9	-1	3	0.5	-9	0.5	9	4	9	-2.5	1613
Cc1ccccc1C(=O)NCc1nnc(SCC(=O)N2CCN(c3ccccc3)CC2)n1C	7	.	-7	-2.7	0	3.1	-5	4	12	.	1556
NC(=O)C1CCN(C2=C(Cl)C(=O)c3ccccc3C2=O)CC1	16	.	99*	356*	-9	1.5	17	8	7	.	1514
COc1ccc(-c2cc(=O)oc3cc(OC(=O)C4CCCCC4)ccc23)cc1	2	5	4	-0.7	-3	11*	-2	-3	1	.	1797
CCc1cc(/C(Cc2cscn2)=N\O)c(O)cc1O	4	.	4	0.2	-3	1.2	3	2	4	-1.1	1510
COc1ccc(-c2nsc(SCC(=O)Nc3cc(C)on3)n2)cc1	-2	8	-5	-0.1	3	2.1	11	4	5	-0.025	1669
COc1ccc2ccccc2c1CN1CCCC(CO)C1 (stereo not drawn)	0	-3	0	0.4	-3	2.5	3	3	7	0.29	1503
C[C@H](CO)NC(=O)[C@H](C)[C@@H]1C[C@@]1(C)[C@@H](NC(=O)OCc1ccccc1)c1ccccc1	5	-8	-4	0.5	-1	1.3	8	0	2	-0.011	1504
CN(CC(=O)NCc1ccncc1)S(=O)(=O)c1ccccc1	6	.	4	0.1	-1	2.6	34	7	5	1.2	1493
CCN(CC)S(=O)(=O)c1ccc(N/N=C(\C)c2ccc3c(c2)OCO3)c([N+](=O)[O-])c1	7	-23	38	-0.6	-2	0.9	1	2	16	.	1578
COCCNC(=O)c1cccc(Nc2nc(-c3ccccc3)c3cc(Cl)ccc3n2)c1	0	1	10	0.6	-4	5.4	11	0	1	.	1529
Fc1c(F)c(C(F)(F)F)c(F)c(F)c1N/N=C\c1cccs1	4	.	-9	0.1	-8	4.1	14	9	5	1.4	1661
COc1ccccc1N1CC(C(=O)Nc2nnc(SCc3ccccn3)s2)CC1=O (stereo not drawn)	5	-3	-9	0.2	0	1.8	5	1	3	0.24	1425
CCC(C)(C)NC(=O)C(c1cccc(OC)c1OC)N(CCC(C)C)C(=O)CCC(=O)Nc1cc(C)on1 (stereo not drawn)	5	2	17	-2.3	0	-0.2	-13	1	8	-2.5*	1774
CCOc1ccc(Br)cc1S(=O)(=O)N1CCC(C(N)=O)CC1	2	-19	-7	-0.3	-5	1.6	6	-1	-3	-0.023	1694
Cc1ccc2nc(SCC(=O)N3CCOCC3)[nH]c2c1	-2	.	5	0.0	-4	-0.1	2	-7	-6	0.32	1456
COc1ccc(C(NC(=O)c2ccc(=O)[nH]c2)C(=O)Nc2ccc(C(C)C)cc2)cc1 (stereo not drawn)	-8	-4	5	-2.1	-3	0.6	-31	-6	5	-0.6	1416
COc1cc(C(c2sc3nc(C)nn3c2O)N2CCc3ccccc3C2)cc(OC)c1OC (stereo not drawn)	5	3	-4	0.3	4	0.3	-16	3	1	.	1601
O=C(c1c(F)c(F)c(F)c(F)c1F)N(Cc1ccccc1)Cc1ccccc1	5	.	8	0.9	-3	6.9	.	7	4	.	1379
Cc1ccc(S(=O)(=O)c2c(C)nn(C(C)(C)C)c2OC(=O)c2ccco2)cc1	12	1	-3	0.0	2	7.3	6	14	-4	-0.5	1446
CC1(C)OC(c2ccccc2)=C/C(=C/C=Nc2ccccc2)O1	-5	.	-1	1.2	-4	2.9	-3	3	1	0.46	1579
CCOC(=O)N1CCN(C(=S)NC(=O)c2ccnn2C)CC1	2	4	-4	0.0	-4	-0.2	4	-1	-3	.	1598
COc1ccc(C(=O)/C=C/N(C)C)cc1	5	.	-3	3.0	-13	-0.5	5	-2	-7	.	1351
CCCCCN(C(=O)CCCSc1nncs1)c1c(N)n(CCCC)c(=O)[nH]c1=O	-1	6	-2	-1.5	-3	0.0	-9	2	4	0.52	1509
O=C(CCSc1nnc(-c2ccncc2)o1)Nc1ccccc1	5	-38	-3	2.0	-2	1.3	1	1	6	.	1696
Additional results:
SMILES	PPARg SRC-1 ag	S1P3 antag	Lmaj promast	Redox H2O2 prof	Efa HMGR inh	RAM inhibit	bIAP inhibitor	PPARg SRC3 recr	PPARg SRC-2 ag	ROMK primary	TR-FRET SRC-2 ct
CCOC(=O)c1cnc(N2CCOCC2)[nH]c1=O	0	-12	-9	1.6	-1	0.6	7	6	-1	.	1586
Cc1nc2cc(NS(=O)(=O)c3cccc(F)c3)ccc2s1	6	-18	14	-0.4	-7	-0.4	-10	7	2	-0.56	1707
O=C(NCCN1CCCC1)c1cccc(Cl)c1	-1	-4	4	-0.8	-1	1.4	10	-4	1	-0.17	1388
O=C1CC(Nc2ccccc2)C(=O)N1Cc1ccccc1 (stereo not drawn)	4	.	-3	0.0	-3	0.5	36	10	2	-0.48	1401
COc1ccc(NC(=O)CNS(=O)(=O)c2ccc(Cl)cc2)cc1OC	-2	-15	-1	-0.2	-4	0.8	3	0	1	-0.089	1378
Cc1oc(CC(C)C)cc1C(N)=O	6	-7	-2	-0.8	-2	3.1	-11	4	8	0.58	1663
O=C(CSCc1ccccc1Br)N/N=C/c1ccc(OCC(=O)N2CCCCC2)cc1	0	-8	10	0.6	-4	0.5	10	1	4	.	1634
CC(=O)Nc1sc2c(c1C(c1ccccc1)N1CCOCC1)CCCC2 (stereo not drawn)	-5	.	8	-0.2	0	0.2	3	-2	1	0.13	1396
CN1CC(=O)N(CC(=O)Nc2ccc3c(c2)CCC3)C1=O	-5	-20	-2	0.0	-3	0.0	6	-1	-13	-0.63	1448
CCCC(=O)Nc1ccc(C(=O)N/N=C/c2ccc([N+](=O)[O-])o2)cc1	13	-4	99*	-0.3	-7	0.6	-38	6	7	.	1784
COc1ccc(Cn2nnnc2C(C(C)C)N2CCN(c3ccccc3OC)CC2)cc1 (stereo not drawn)	7	35	10	0.3	-2	1.3	-12	-4	9	.	1393
C#C[C@]1(O)CC[C@H]2[C@@H]3CCc4cc(OC)ccc4[C@H]3CC[C@@]21C	6	-10	0	0.5	-6	3.2	-17	0	-3	.	1584
Cc1cc(N)c(-n2cc3c(=O)n(C)c(=O)n(C)c3c2)cc1C	5	6	62*	-0.1	-2	0.8	-8	13	8	-0.16	1433
Cc1cc(C)c(NC(=O)CS(=O)CC(=O)NC2CCCc3ccccc32)c(C)c1 (stereo not drawn)	9	.	1	-14	-1	-0.7	21	-3	6	.	1648
COCc1cc(C)nc(Nc2cc(C)ccc2C)c1C#N	5	26	0	-2.0	-3	1.4	10	-6	5	.	1682
CC(=O)Nc1ccc(S(=O)(=O)N(C)CCOCc2ccccc2)cc1	-5	.	6	0.5	-7	-1.1	-3	-8	-4	-0.71	1541
O=C(CSCc1ccccc1)N1CCN(Cc2ccc3c(c2)OCO3)CC1	2	-30	99*	0.0	-3	3.0	8	11	-3	-2.9*	1546
COc1ccccc1NS(=O)(=O)c1cc(NC(=O)CNC(=O)c2ccccc2)ccc1C	2	-3	64*	0.2	-1	-0.3	4	-2	-4	-0.69	1385
O=C(Nc1ccc([N+](=O)[O-])cn1)C1CCCCC1	-2	-7	-6	-0.1	1	1.6	0	-2	-7	.	1486
Cc1cccc(NC(=O)c2onc3c2CCCC3)n1	-3	7	3	-0.3	-1	1.3	12	-2	-5	-0.21	1249
CC(C)CNS(=O)(=O)c1ccc(CCC(=O)N2CCC(C(N)=O)CC2)cc1	1	4	-1	0.8	-2	0.4	-1	2	6	1.2	1645
Cc1cccc(NCC(O)Cn2cnc3c2c(=O)n(C)c(=O)n3C)c1 (stereo not drawn)	5	-19	-2	16	-3	0.8	4	12	5	.	1537
Cc1csc(C(=O)O)c1-c1c(C)csc1C(=O)O	-1	16	46	-0.4	-5	1.6	0	-3	-12	.	1422
COc1ccc(Cl)cc1NC(=S)NCCSc1ccc(C)cc1	-2	12	0	0.3	1	9.4*	21	0	2	.	1432
O=C(CSc1nc2ccccc2o1)NC(=O)NCc1ccccc1	8	.	-9	1.7	4	3.8	2	-3	14	.	1705
Additional records follow.
SMILES	PPARg SRC-1 ag	S1P3 antag	Lmaj promast	Redox H2O2 prof	Efa HMGR inh	RAM inhibit	bIAP inhibitor	PPARg SRC3 recr	PPARg SRC-2 ag	ROMK primary	TR-FRET SRC-2 ct
OC(COCCC12CC3CC(CC(C3)C1)C2)CN1CCCCC1 (stereo not drawn)	0	.	92*	0.0	-2	0.4	-2	-6	-5	-1.4	1313
CN(CCNC(=O)c1ccc(/C=N/O)nc1)Cc1ccccc1	8	-14	-4	0.7	-2	0.4	7	1	4	-0.58	1669
CC(C)(C)NS(=O)(=O)c1ccc(CCC(=O)N2CCCCC2)cc1	4	.	-6	0.2	1	0.9	5	4	12	.	1665
CCc1c(O)nc(SCC(=O)Nc2ccc(C)cc2)n(C2CCCCC2)c1=O	4	-18	-8	0.3	-9	2.3	-2	1	-3	0.58	1626
COc1ccccc1C(C)NC(=O)CCOc1cccc(C)c1 (stereo not drawn)	6	-3	0	-0.5	3	2.5	0	5	6	-0.39	1660
O=C(O)/C=C/c1ccc2c(-c3ccccc3)onc2c1	1	15	-5	-0.7	-6	5.9	17	5	6	-0.097	1600
Cc1cc(=O)oc2cc(OCC(=O)OCC(=O)Nc3c(C)n(C)n(-c4ccccc4)c3=O)ccc12	3	-25	-5	-0.3	1	1.8	3	2	-6	-0.034	1680
CC(NC(=O)c1cn(C)c2ccc(S(=O)(=O)N3CCCC3)cc2c1=O)c1ccc2c(c1)OCCO2 (stereo not drawn)	0	.	1	1.4	1	2.6	-8	6	4	.	1519
COc1cc(NC(=O)c2ccc(COCC(F)(F)F)o2)cc(OC)c1OC	3	21	3	-0.1	-6	2.6	-3	-16	-5	-1.4	1672
O=C(CCc1nnc(C2(c3ccc(Cl)cc3)CCC2)o1)NC1CC1	-4	-2	-7	5.2	-1	3.4	9	7	-3	1.9	1429
CCOc1ccc(N(CC)C(=O)c2nn(-c3ccc(OC)cc3)c(=O)c3c2c2ccccc2n3C)cc1	19	18	10	-1.0	-2	4.0	-15	1	2	-0.17	1529
CCN(CC(=O)Nc1ccc(NC(C)=O)cc1)C(=O)C(c1ccccc1)c1ccccc1	7	10	-3	0.3	-6	4.8	-2	-2	4	.	1780
CCO[C@@H]1OC(C(=O)NCc2ccccc2)=C[C@H](C2CC2)[C@H]1CCCO	5	-10	0	-1.0	-4	0.9	-9	3	9	.	1559
O=C(CCC(=O)c1cccs1)Nc1ccc(F)c(F)c1F	-1	.	3	0.2	-3	1.4	7	-8	0	-1.6	1491
CN=C1SC(CC(=O)Nc2ccc(N3CCOCC3)cc2)C(=O)N1C (stereo not drawn)	5	-11	1	-0.1	-4	-0.1	4	10	6	.	1625

Screening results: PubChem BioAssay, several laboratories
